# Screening results: PubChem BioAssay, The Scripps Research Institute Molecular Screening Center
# GPR151 ag = activators of human GPR151, primary screen, cell-based, PathHunter beta-arrestin, luminescence; activation, % at 11.2 µM; PathHunter beta-arrestin GPR151 cells; AID 1508602, 2020; G-protein coupled receptor 151 (Homo sapiens), Q8TDV0; 1% of 650,000 active; in the data active means activation above about 4.9%;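 further: 0% = median of compound wells and 100% = cells with positive control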
# FBW7 act = FBW7 E3 ligase activators, primary screen, biochemical, AlphaScreen, human | F-box/WD repeat-containing protein 7 (Homo sapiens), Q969H0 | normalized activity (activation), % at 26.1 µM | 0.13% of 650,000 active | AID 1259310, 2017 | AlphaScreen FBW7–phospho-cyclin E peptide binding, activator screen; in the data active means normalized activity above about 1.9%;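 further: purified mutant Fbw7 with reduced substrate affinity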
# Target sequence (Q969H0 whole entry, looked up): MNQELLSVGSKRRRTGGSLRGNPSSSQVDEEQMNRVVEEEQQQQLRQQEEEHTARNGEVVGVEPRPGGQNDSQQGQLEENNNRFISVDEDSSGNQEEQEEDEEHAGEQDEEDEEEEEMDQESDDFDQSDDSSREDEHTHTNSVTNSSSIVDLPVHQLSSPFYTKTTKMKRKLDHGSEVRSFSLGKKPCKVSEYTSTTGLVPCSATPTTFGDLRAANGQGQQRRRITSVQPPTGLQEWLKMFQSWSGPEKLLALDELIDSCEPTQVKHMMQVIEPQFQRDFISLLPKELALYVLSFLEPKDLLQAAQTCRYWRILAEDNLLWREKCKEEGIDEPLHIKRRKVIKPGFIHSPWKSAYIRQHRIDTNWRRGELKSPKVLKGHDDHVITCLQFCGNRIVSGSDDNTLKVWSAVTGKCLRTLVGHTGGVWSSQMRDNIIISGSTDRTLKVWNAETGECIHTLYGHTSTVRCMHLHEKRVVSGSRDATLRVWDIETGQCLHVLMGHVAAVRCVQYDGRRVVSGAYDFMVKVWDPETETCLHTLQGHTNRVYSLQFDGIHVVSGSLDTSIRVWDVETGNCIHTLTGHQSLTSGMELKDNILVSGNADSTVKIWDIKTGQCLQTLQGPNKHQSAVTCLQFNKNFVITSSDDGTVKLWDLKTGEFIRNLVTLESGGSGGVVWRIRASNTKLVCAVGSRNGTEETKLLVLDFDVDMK
# MITF primary = MITF inhibitors, primary screen, biochemical, AlphaScreen, human; AlphaScreen MITF homodimerization, bead proximity signal; inhibition, % at 2.6 µM; 0.91% of 650,000 active; in the data active means inhibition above about 50%;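 further: 0% = vehicle wells with protein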
# TEAD-YAP inh = TEAD-YAP interaction inhibition, primary screen, TEAD-YAP interaction inhibitor project, luminescence, HEK-TIYL cells; 1.4% of 640,000 active; AID 1259422, 2018; inhibition, % at 9.12 µM; TEAD-Gal4/YAP UAS-luciferase luminescence; in the data active means inhibition above about 32%;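 further: 0% = median of test compound wells and 100% = reference inhibitor wells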
# * hit, by the source's call; & = joins results of further samples.
SMILES,GPR151 ag,FBW7 act,MITF primary,TEAD-YAP inh
CCC(Sc1nc2ccccc2c(=O)n1CC1CCC(C(=O)NCc2ccco2)CC1)C(=O)Nc1ccc2c(c1)OCO2 (centres undefined),1.0,-0.3,-4,-2
Cc1ccc(/C=C/C(=O)n2nc(C)cc2C)cc1,1.7,0.3,0,-17
CC1(C)CC(=O)c2c(oc3c(Cl)cc(NS(=O)(=O)c4cccc([N+](=O)[O-])c4)cc23)C1,0.6,0.1,3,7
CC1CCCN(CCCN(Cc2ccco2)C(=S)Nc2ccccc2Cl)C1 (centres undefined),0.6,0.1,3,5
COc1ccc2nc(SCC(=O)N3CCCCCC3)c(C#N)cc2c1,1.5,-0.1,2,-10
Clc1ccccc1/C=N/Nc1nncc(-c2ccccc2)n1,6.2*,-0.6,-6,-26
NS(=O)(=O)c1ccc(CNc2nccn3c(-c4cccc(O)c4)cnc23)cc1,-0.9,-0.2,-8,-3
CC(C)CC(=O)Nc1ccccc1-c1nnn(CC(=O)N2CCc3ccccc3C2)n1,-0.3,-0.1,-6,-3
COc1cc(OC)cc(C(=O)Nc2ccc(NC(=O)c3cccs3)cc2)c1,0.9,-0.1,-17,-3
CCCCCc1ccc(-c2ccc(C(=O)Nc3ccc(I)cc3)cc2)nc1,-0.2,-0.1,5,13
CCc1cc2c(=O)c(-c3ccc4c(c3)OCCO4)coc2cc1OC(C)C(=O)OC (centres undefined),6.8*,0.6,4,4
O=C(CN1CCN(c2ccccn2)CC1)Nc1ccc(Cl)c(C(F)(F)F)c1,-0.9,0.0,11,25
COc1cc(C2CC(=O)c3c(ccc4ccccc34)N2)cc(OC)c1O (centres undefined),-0.5,-0.2,-7,-11
Cc1ccc(N2C(=O)CC(NC3CCCC(C)C3C)C2=O)cc1 (centres undefined),0.2,0.1,-6,11
O=C(/C=C/c1ccccc1)NCC(=O)N/N=C/c1ccccc1[N+](=O)[O-],0.8,0.1,9,-7
O=C(O)CCc1ccc(-c2cccs2)n1NC(=O)c1cccs1,-0.6,-0.1,13,-17
CCOc1ccc(C(=O)Nc2c3c(nn2-c2ccccc2C)CS(=O)(=O)C3)cc1OCC,-1.1,0.9,15,8
COc1cccc(C(=O)NCc2nnc(SCC(=O)Nc3nccs3)n2-c2cccc(C)c2)c1,-0.8,0.0,5,18
N#Cc1cc(Oc2ccc(C(=O)c3ccccc3)cc2)nc2ccccc12,-0.7,0.2,-11,-14
Cc1cccc(C2c3[nH]c4ccccc4c3CCN2C(=O)c2cnsn2)n1 (centres undefined),-0.7,0.1,6,-5
CCN(CC)S(=O)(=O)c1ccc(Cl)c(C(=O)NC23CC4CC(CC(C4)C2)C3)c1,1.6,-0.1,-6,-17
CCOC(=O)C1=C(C)N=c2s/c(=C/c3ccc(Br)s3)c(=O)n2C1c1cc(OC)c(OC)c(OC)c1 (centres undefined),-1.4,0.0,-4,-1
O=C(Nc1ccc(O)cc1C(=O)O)c1cc(C(=O)Nc2ccc(O)cc2C(=O)O)cc(N2C(=O)c3ccccc3C2=O)c1,-0.3,0.5,13,-5
Cn1nnnc1SCC(=O)Nc1ccc2nc(SCC(=O)Nc3ccccc3)sc2c1,-1.0,-0.1,5,9
O=C(COC(=O)CCC(=O)c1ccc(F)cc1)Nc1ccc(F)c(F)c1F,-0.3,0.1,4,11
COc1ccc(C2C(C(=O)Nc3cc(Cl)c(OC)cc3OC)c3ccccc3C(=O)N2c2ccc(OC)cc2)cc1 (centres undefined),0.4,0.2,3,12
Cc1cc(NC(=O)c2cc(I)ccc2Cl)ccc1NC(=O)c1ccccc1,-0.6,0.7,12,12
CCOC(=O)C1CCN(C(=S)NC2Cc3ccccc3C2)CC1,1.4,-0.1,-3,-1
O=C(C1CCCO1)N1CCC[C@H]1Cn1nc(-c2cccs2)ccc1=O (some centres undefined),-0.9,0.2,-21,2
COCc1cc(=O)[nH]c(Nc2nc3ccccc3s2)n1,-0.6,0.0,-3,0
CCN(CC)c1nc(NCc2cccc(C(F)(F)F)c2)nc(Nc2cnccn2)n1,0.4,0.0,-2,12
CCOc1cccc(-c2nc3c([nH]2)c(=O)[nH]c(=O)n3C)c1,-0.4,0.0,3,12
CCCCNC(=O)C12N=CNN=C1N(C)C(=O)N2C (centres undefined),-0.1,0.1,9,9
O=C(CSc1nnc(NCc2ccccc2)s1)c1ccco1,0.8,-0.1,3,-13
Cc1ccc2cc(CCNC(=O)CC(C)C)c(=O)[nH]c2c1,1.9,-0.5,8,-2
COc1ccc(C=C2c3cc(C(C)=O)ccc3-c3ccc(C(C)=O)cc32)cc1OC,2.0,-0.2,7,-1
O=C(Nc1cccc(O)c1)c1cnn2cccnc12,-1.9,-0.1,9,19
O=[N+]([O-])c1ccc(N2CCN(Cc3ccc(Br)o3)CC2)cc1,0.1,-0.1,44,5
C/C(=N/Nc1c([N+](=O)[O-])c(C)nn1C)c1cc(F)c(Cl)cc1F,-0.1,0.1,5,7
CC1CCN(C(=O)Cn2cnc3c(cnn3-c3ccc(Cl)cc3)c2=O)CC1,0.3,0.3,10,17
CN(CCO)CC(O)Cn1cnc2c1c(=O)n(C)c(=O)n2C (centres undefined) (tested in a mixture with another compound),1.5&2.4,0.0&0.2,13&5,6&-7
CCN(C(=O)Cc1c(C(=O)O)[nH]c2ccccc12)c1cc(OC)ccc1OC,0.4,0.0,13,13
CN1CCN(C(=O)CN(c2cccc3ccccc23)S(C)(=O)=O)CC1,1.1,-0.1,-8,-3
CCc1nnc(NC(=S)NC(=O)c2ccc(Br)cc2)s1,0.2,0.0,12,-40
COc1cc(Nc2ncc(C)c(NC3CC3)n2)cc(OC)c1OC,1.3,-0.1,-4,3
CCOc1ccc(-n2c(SCC(=O)N(C(C)C)C(C)C)nnc2-c2cccnc2)cc1,-0.6,0.1,-3,-2
CC(=O)Nc1ccc(SCC(=O)Nc2ccccc2N2CCOCC2)cc1,0.4,-0.1,4,8
CC(C)CCC(CC(C)(C)O)C(=O)NN (centres undefined),1.1,-0.1,-5,12
CC(=O)Nc1nc(-c2cc3ccccc3oc2=O)c(C)s1,0.5,0.8,9,-8
O=C([C@H](O)c1ccccc1Cl)N1CCN(c2ccc3[nH]ncc3c2)CC1,-2.5,0.2,15,21

# Not a retest: entries from further up.
SMILES,GPR151 ag,FBW7 act,MITF primary,TEAD-YAP inh
CCCCNC(=O)C12N=CNN=C1N(C)C(=O)N2C (centres undefined),-0.1,0.1,9,9
O=C(CSc1nnc(NCc2ccccc2)s1)c1ccco1,0.8,-0.1,3,-13
Cc1ccc2cc(CCNC(=O)CC(C)C)c(=O)[nH]c2c1,1.9,-0.5,8,-2
COc1ccc(C=C2c3cc(C(C)=O)ccc3-c3ccc(C(C)=O)cc32)cc1OC,2.0,-0.2,7,-1
O=C(Nc1cccc(O)c1)c1cnn2cccnc12,-1.9,-0.1,9,19
O=[N+]([O-])c1ccc(N2CCN(Cc3ccc(Br)o3)CC2)cc1,0.1,-0.1,44,5
C/C(=N/Nc1c([N+](=O)[O-])c(C)nn1C)c1cc(F)c(Cl)cc1F,-0.1,0.1,5,7
CC1CCN(C(=O)Cn2cnc3c(cnn3-c3ccc(Cl)cc3)c2=O)CC1,0.3,0.3,10,17
CN(CCO)CC(O)Cn1cnc2c1c(=O)n(C)c(=O)n2C (centres undefined) (tested in a mixture with another compound),1.5&2.4,0.0&0.2,13&5,6&-7
CCN(C(=O)Cc1c(C(=O)O)[nH]c2ccccc12)c1cc(OC)ccc1OC,0.4,0.0,13,13
CN1CCN(C(=O)CN(c2cccc3ccccc23)S(C)(=O)=O)CC1,1.1,-0.1,-8,-3
CCc1nnc(NC(=S)NC(=O)c2ccc(Br)cc2)s1,0.2,0.0,12,-40
COc1cc(Nc2ncc(C)c(NC3CC3)n2)cc(OC)c1OC,1.3,-0.1,-4,3
CCOc1ccc(-n2c(SCC(=O)N(C(C)C)C(C)C)nnc2-c2cccnc2)cc1,-0.6,0.1,-3,-2
CC(=O)Nc1ccc(SCC(=O)Nc2ccccc2N2CCOCC2)cc1,0.4,-0.1,4,8

# Next records.
SMILES,GPR151 ag,FBW7 act,MITF primary,TEAD-YAP inh
Cc1cccc(C)c1NC(=O)c1cc2c(=O)n3cccc(C)c3nc2s1,-0.7,0.3,6,7
CCOc1ccccc1NC(=O)c1c(NC(=O)c2ccccc2F)sc2c1CCCC2,1.4,0.0,-17,-8
C/C(O)=C\c1nc(=O)c2c(C)cc(C)nc2n1-c1ccccc1,-0.7,0.3,-7,-3
O=c1c(Oc2ccccc2F)coc2cc(OCc3cnn(-c4ccccc4)c3)ccc12,-0.1,0.3,15,3
COc1cccc(C(=O)Nc2nc3ccc(Br)cc3s2)c1,-0.9,-0.3,0,-42
CS(=O)(=O)N1CCN(c2cc3c(cc2F)c(=O)c(C(=O)O)cn3C2CC2)CC1,-0.6,-0.1,-1,8
CC(=O)c1cccc(N(CC(=O)N2CCN(C)CC2)S(C)(=O)=O)c1,-0.1,0.0,-8,5
Cc1cccc(-c2nc(CCNC(=O)c3ccco3)cs2)c1,-0.3,-0.1,2,2
CCN1C(=O)C(C)(C)COc2ccc(NC(=O)c3cc(OC)c(OC)c(OC)c3)cc21,0.5,0.0,6,-9
Cc1nc(NCc2ccco2)sc1-c1ccn(CC2CCCCO2)n1 (centres undefined),0.0,-0.1,3,8
O=C(O)c1ccccc1OCc1cccc(Br)c1,0.2,-0.1,-1,4
COC(=O)c1ccc(Cn2nnc(-c3ccccc3)n2)cc1,0.2,0.1,-2,-9
Cc1ccc(SCCC(=O)OCC(=O)Nc2cc(C)on2)cc1,-1.0,-0.1,4,-5
CC(=O)Nc1ccc(NC(=O)C(Cc2ccccc2)N2Cc3ccccc3C2=O)cc1 (centres undefined),-0.2,-0.2,0,-18
CC1(C)CC(=O)C2=C(C1)Nc1ccccc1NC2c1cccs1 (centres undefined),-1.1,0.0,9,-19
Cn1c(SCc2c(F)cccc2Cl)nc2c(c1=O)SCC2,-1.6,0.0,7,4
CCS(=O)(=O)N1CCN(C(=O)c2ccc(OC)c(OC)c2)CC1,-0.9,0.0,-15,-9
C=CCc1cc(C)cc(C)c1OCCCCN1CCNCC1,-0.8,-0.1,32,-4
O=S(=O)(Cc1ccccc1)Nc1cccc(Br)c1,1.1,0.1,-14,10
COC(=O)c1ccc(CSc2nc3[nH]ncc3c(=O)[nH]2)o1,0.2,0.0,-8,14
COc1cc(/C=C(\C#N)S(=O)(=O)c2ccc(C)cc2)cc(OC)c1,-0.3,-0.1,3,6
O=S(=O)(Nc1nc2ccccc2nc1Nc1ccccc1F)c1cccs1,-0.5,0.0,3,4
COc1cccc(CC(=O)Nc2cnc3cnc(-c4cnn(C)c4)cn23)c1,-0.3,0.0,26,-2
C=CCC(NC(C)c1ccco1)c1ccccc1 (centres undefined),0.7,-0.1,10,3
CC(C)(C)c1ccc(OC(=O)CN2C(=O)c3ccccc3C2=O)cc1,0.6,-0.1,13,7
CCN1C(=O)CC(NCCc2ccc(S(N)(=O)=O)cc2)C1=O (centres undefined),-1.0,0.9,16,0
CC(C(=O)N1CCCC1)N1CCN(c2ccc(F)cc2)CC1 (centres undefined),-0.9,1.3,12,5
O=C1CCCC2=C1C(c1c(Cl)cccc1Cl)Nc1ccccc1N2 (centres undefined),-1.2,0.1,20,5
CCn1c(=O)cc(OCC(=O)N2CCCC2)c2ccccc21,-0.6,-0.2,-11,-6
COc1ccc(-c2nc(NCCCN3CCCC3=O)c3ncn(C(C)C)c3n2)cc1,-1.7,0.0,11,28
CCCNC(=O)c1ccnc(Nc2ccccn2)c1,-0.9,0.1,0,8
COc1ccc(CCNc2cc(C)nc(Nc3ncccn3)n2)cc1,-2.2,0.0,-5,7
Cc1ccc(-n2c(=O)c3sccc3n(CC(=O)N3CCCCCC3)c2=O)cc1,0.3,-0.2,-3,6
COc1ccc2c(c1)COC1(CCN(C(=O)Nc3ccccc3)CC1)O2,-1.3,0.1,-5,2
COc1ccc(COC(=O)c2n[nH]c3ccccc23)cc1F,-0.4,0.0,-3,-40
CC(C)(NC(=O)N1CCOCC1)c1cccc(C(C)(C)NC(=O)N2CCOCC2)c1,-0.1,0.0,15,2
O=C1OC(c2ccc3c(c2)OCO3)=N/C1=C\c1ccc2c(c1)OCO2,-0.7,0.5,11,4
O=c1c2ccccc2n2c(-c3ccc(O)cc3)nnc2n1Cc1ccccc1,-0.1,-0.1,8,-1
CC(C(=O)NN1CCN(C)CC1)c1ccc([N+](=O)[O-])cc1 (centres undefined),0.2,0.0,10,15
COc1ccccc1N1C(=O)S/C(=C\c2ccccc2OCC(=O)O)C1=O,-0.8,-0.2,13,-4
CCCCC(=O)Nc1ccc(NC(=O)c2ccccc2Cl)c(OC)c1,0.8,-0.2,-4,-21
C=C1CC(c2ccccc2)N(Cc2ccccc2)CC1(C)C (centres undefined),1.1,0.0,1,-5
COc1ccc(-c2nc(C)cc(NCCN3CCOCC3)n2)cc1,-1.3,0.1,6,-8
